Screens as filed in PubChem.
IL-1B inflam inh: blocks inflammasome-driven IL-1 beta release; 4.7% of 360,000 active; activity change, % at 57.5 µM; THP-1 LPS/ATP IL-1B secretion, AlphaLISA, 16 h; hits give low values; in the data active means activity change below about -50%; inconclusive means mostly about -30% to -49%; further: on the % scale 0 is the no-effect control and ±100 the full control effect
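Secreted IL-1B measured by AlphaLISA bead assay after 16 h compound exposure of THP-1 cells; compounds (final up to 57.5 uM) added 1 h before LPS (250 ng/mL) and ATP (1.25 mM) stimulation; lower signal means less secretion.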
KB-3-1 tox: KB-3-1 parental cell cytotoxicity | KB-3-1 viability, CellTiter-Glo ATP luminescence, 72 h | AID 1347075 | Potency, µM (series often up to 46.1 µM), without a hit: at the highest dose activity change, negative = cytotoxic, actives largely listed as cytotoxic | 1.4% of 400,000 active; further: potency means the concentration at half of the fitted maximal effect; on the % scale 0 is the no-effect control and ±100 the full control effect; nearly all actives have a fitted effect of over 60% in size
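Multi-concentration cytotoxicity screen in KB-3-1 cells grown in DMEM lacking phenol red with 10% FBS. After 72 h at 37 °C with compound, ATP-dependent luminescence was recorded.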
SW480 rerep: inducers of DNA re-replication in SW480 colon cancer cells | SW480 DNA re-replication, Hoechst DNA content imaging, 48 h | Potency, µM (doses to about 46.1 µM), without a hit: at the top dose re-replication activation, hits mostly activators | 1.8% of 340,000 active; further: potency means the concentration at half of the fitted maximal effect; % of control where 0% means no effect; nearly all actives have a fitted effect of over 55% in size
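Image-based read-out: total Hoechst fluorescence of nuclei (405 nm excitation, 500-530 nm emission), with hits raising the fraction of high-intensity nuclei. SW480 colon cells incubated 48 hr with compounds at 37 C.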
D3 ag: agonists of human D3 dopamine receptor | D3R DiscoveRx beta-arrestin cells, luminescence, 90 min | max activation, % | 0.58% of 410,000 active | AID 652048; in the data active means max activation above about 30%; further: 0% is about no effect; mostly tested at two doses, the higher about 12 µM
Target sequence (P35462 whole entry, looked up): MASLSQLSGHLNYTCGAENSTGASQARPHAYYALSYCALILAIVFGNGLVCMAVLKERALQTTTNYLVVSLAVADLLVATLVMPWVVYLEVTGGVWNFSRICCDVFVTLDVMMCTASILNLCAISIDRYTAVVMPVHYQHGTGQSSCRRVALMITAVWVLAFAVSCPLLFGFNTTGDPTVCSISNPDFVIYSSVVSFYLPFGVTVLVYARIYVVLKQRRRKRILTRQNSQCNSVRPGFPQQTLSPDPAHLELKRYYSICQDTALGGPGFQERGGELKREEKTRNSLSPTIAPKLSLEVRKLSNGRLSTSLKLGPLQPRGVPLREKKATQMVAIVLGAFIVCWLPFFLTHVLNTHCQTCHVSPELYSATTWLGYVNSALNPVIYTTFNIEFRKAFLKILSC
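Agonist-mode cell screen: cells plated at 1500/well and incubated overnight at 37 °C, then exposed to library compounds for 90 min at 37 °C. Detection reagent was added for 30–60 min at room temperature, and luminescence was read.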
HEK293 tox: cytotoxic in the GLP-1 receptor inverse agonist counter-screen; HEK293 cAMP-luciferase reporter cells, luminescence, 24 h; Potency, µM (highest dose often 38.3 µM), inactives show at the top dose activity change, negative = inhibition, hits mostly inhibitors; 0.13% of 410,000 active;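 further: loss of luciferase light is scored as toxicity; potency means the concentration at half of the fitted maximal effect; on the % scale 0 is the no-effect control and ±100 the full control effect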
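Cells in DMEM/10% Nu serum/1% pen-strep, 1536-well format. Pre-incubated 12 h, dosed with 23 nL compound, incubated a further 24 h. Luciferase detection, 12 min at room temp, luminescence.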
KB-V1 cytotox: kills drug-selected multidrug resistant KB-V1 cells | 3.4% of 400,000 active | Potency, µM (titrated, usually from 46.1 µM), without a hit: at the top dose activity change, negative = cytotoxicity, most hits filed as cytotoxic | KB-V1 MDR cells viability, CellTiter-Glo, 72 h; further: potency means the concentration at half of the fitted maximal effect; on the % scale 0 is the no-effect control and ±100 the full control effect; nearly all actives have a fitted effect of over 60% in size
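Cells of the MDR subline KB-V1 are plated, dosed with compound at multiple concentrations, and incubated 72 h at 37 degrees C; CellTiter-Glo is then added and luminescence read after 10 min.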
HT1080-NT tox: kills 2HG-producing HT-1080-NT fibrosarcoma cells; HT-1080-NT fibrosarcoma viability, CellTiter-Glo ATP luminescence, 48 h; AID 686970; 1.6% of 360,000 active; Potency, µM (doses to about 46.1 µM), without a hit: top-dose activity, negative = less viability, most hits filed as cytotoxic;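 further: NT is the 2HG producing partner of a matched IDH1 knockdown line; potency means the concentration at half of the fitted maximal effect; 0% = DMSO-treated cells and -100% = media-only wells without cells; nearly all actives have a fitted effect of over 55% in size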
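Toxicity toward the 2HG-producing NT line was scored as %Activity, normalised to DMSO and no-cell wells, from CellTiter-Glo luminescence after 48 hours' treatment.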
HT1080 IDH1KD tx: toxicity to HT-1080 IDH1 knockdown cells (counter line) | HT-1080 IDH1 knockdown viability, ATP luminescence, 48 h | Potency, µM (highest dose often 46.1 µM), for inactives: top-dose activity, negative = toxicity, hits mostly cytotoxic | 2% of 360,000 active | AID 686971;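 further: potency means the concentration at half of the fitted maximal effect; 0% = DMSO wells and -100% = cell-free medium wells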
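Knockdown cells (IDH1KD HT-1080) received compounds 2 h after plating at 750 cells/well and were kept 48 h at 37 °C in 5% FBS RPMI. A CellTiter-Glo luminescence read gave % activity for curve fitting.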
MCF10A rereplic: DNA re-replication induction in MCF 10a cells; MCF 10A DNA re-replication, Hoechst nuclear intensity, 48 h; AID 624296; Potency, µM (highest dose often 46.1 µM), for inactives: top-dose activity, positive = re-replication, most hits filed as activators; 2.9% of 350,000 active; further: potency means the concentration at half of the fitted maximal effect; % of control where 0% means no effect; nearly all actives have a fitted effect of over 50% in size
* marks the source's active call; other numbers are inactive results; & = joins results of further samples; [ ] = another dose, or the depositor's remark. Unless noted, the call rests on the fitted dose curve; in most records, active means well fitted curve in the direction sought with a large enough effect; inconclusive means small, poorly fitted or top-dose-only effect, or another doubt; inactive means no such curve, though single readings can be large; an effect the other way counts as inactive or inconclusive.

CSc1nc2ccc(S(=O)(=O)Nc3c(C)n(C)n(-c4ccccc4)c3=O)cc2s1 was read as IL-1B inflam inh 29, KB-3-1 tox -3%, SW480 rerep inconclusive, D3 ag 3, HEK293 tox inconclusive, KB-V1 cytotox 3%, HT1080-NT tox -19%, HT1080 IDH1KD tx inconclusive and MCF10A rereplic 1%.
Screening COCCn1nnnc1CN(CCc1ccc(OC)c(OC)c1)Cc1cc2ccc(C)cc2[nH]c1=O returned IL-1B inflam inh -13, KB-3-1 tox -2%, SW480 rerep -6%[9.22 µM], D3 ag 1, HEK293 tox -2%, KB-V1 cytotox -2%, HT1080-NT tox -19%, HT1080 IDH1KD tx 0% and MCF10A rereplic 15%.
Cc1nc2scc(C)n2c(=O)c1S(=O)(=O)NCc1ccccc1Cl was read as IL-1B inflam inh 8, KB-3-1 tox 29%&-1%, SW480 rerep 3%, D3 ag -6&-16, HEK293 tox -13%&4%, KB-V1 cytotox -2%&-28%, HT1080-NT tox 0%, HT1080 IDH1KD tx 10% and MCF10A rereplic -3%.
CCc1ccccc1NC(=O)Cn1c(C(=O)OC)cc2oc(C)cc21 was read as KB-3-1 tox 9%, D3 ag 6, HEK293 tox -15% and KB-V1 cytotox 8%.
For O=C(Nc1cccc2nsnc12)c1ccc2c(c1)OCCO2 the results were IL-1B inflam inh inconclusive, KB-3-1 tox -9%, SW480 rerep -5%, D3 ag -6, HEK293 tox 76%[activator], KB-V1 cytotox -28%, HT1080-NT tox 19%, HT1080 IDH1KD tx 2% and MCF10A rereplic 1%.
For CC1CCN(C(=O)c2[nH]cnc2C(=O)Nc2nccs2)CC1 the results were IL-1B inflam inh -3, KB-3-1 tox 1%, SW480 rerep -17%[9.22 µM], D3 ag 7, HEK293 tox 2%, KB-V1 cytotox 13%, HT1080-NT tox 25%, HT1080 IDH1KD tx 13% and MCF10A rereplic -1%.
For CCC(NC(=O)c1ccccc1NC(=O)c1ccccc1)C(=O)NNC(=O)c1cccnc1 (stereo not drawn) the results were IL-1B inflam inh 0, KB-3-1 tox -2%, SW480 rerep 2%, D3 ag -16, HEK293 tox -4%, KB-V1 cytotox 18%, HT1080-NT tox -8%, HT1080 IDH1KD tx 12% and MCF10A rereplic -1%.
`COc1ccc(NS(=O)(=O)c2cc(N)ccc2N2CCOCC2)cc1` gave IL-1B inflam inh -2, KB-3-1 tox -1%, SW480 rerep -10%, D3 ag 1, HEK293 tox -4%, KB-V1 cytotox inconclusive, HT1080-NT tox 5%, HT1080 IDH1KD tx -2% and MCF10A rereplic -13%.
Screening O=C(Nc1nn[nH]n1)c1cc(-c2ccc(Cl)c(Cl)c2Cl)nc2ccccc12 returned IL-1B inflam inh 2, KB-3-1 tox 1%, SW480 rerep -1%, D3 ag 6, HEK293 tox 6%, KB-V1 cytotox 18%, HT1080-NT tox 0%, HT1080 IDH1KD tx 0% and MCF10A rereplic -2%.
Screening COc1ccc(CNC(=O)C(c2ccccc2F)N(C(=O)c2csnn2)C2CC2)cc1 (stereo not drawn) returned IL-1B inflam inh -7, KB-3-1 tox -3%, SW480 rerep 1%, D3 ag -13, HEK293 tox -15%, KB-V1 cytotox inconclusive, HT1080-NT tox 0%, HT1080 IDH1KD tx 20% and MCF10A rereplic inconclusive.
O=S(=O)(Nc1nc(SCc2ccc(Cl)cc2)n[nH]1)c1ccccc1 was read as IL-1B inflam inh 0, KB-3-1 tox 5%, SW480 rerep 13%, D3 ag 1, HEK293 tox 7%, KB-V1 cytotox -18%, HT1080-NT tox 0%, HT1080 IDH1KD tx 3% and MCF10A rereplic -5%.
COc1cccc(OC)c1OCC(O)CN1CCN(c2ccccc2)CC1 (stereo not drawn) was read as IL-1B inflam inh 14, KB-3-1 tox 0%, SW480 rerep -5%, D3 ag 1, HEK293 tox -9%, KB-V1 cytotox 0%, HT1080-NT tox -2%, HT1080 IDH1KD tx -2% and MCF10A rereplic 1%.
For Cc1ccc(NC(=O)C2C(C(=O)O)C3C=CC2C32CC2)cc1 (stereo not drawn) the results were IL-1B inflam inh 18, KB-3-1 tox 8%, SW480 rerep -9%, D3 ag 2, HEK293 tox -16%, KB-V1 cytotox 7%, HT1080-NT tox 1%, HT1080 IDH1KD tx 1% and MCF10A rereplic 13%.
Screening CC12C=CC3(CN(Cc4ccccc4)C(=O)C3C1C(=O)NC1CC1)O2 (stereo not drawn) returned IL-1B inflam inh 16, KB-3-1 tox 0%, SW480 rerep 3%, D3 ag -8, HEK293 tox -11%, KB-V1 cytotox inconclusive, HT1080-NT tox 8%, HT1080 IDH1KD tx 3% and MCF10A rereplic -18%.
For CCC(=O)Nc1cc(-c2nn3c(C)nnc3s2)ccc1C the results were IL-1B inflam inh -8, KB-3-1 tox 21%, SW480 rerep -6%, D3 ag 0, HEK293 tox -2%, KB-V1 cytotox 4%, HT1080-NT tox 12%, HT1080 IDH1KD tx 16% and MCF10A rereplic 0%.

The list goes on (2 carried over from the part before).
Screening CC12C=CC3(CN(Cc4ccccc4)C(=O)C3C1C(=O)NC1CC1)O2 (stereo not drawn) returned IL-1B inflam inh 16, KB-3-1 tox 0%, SW480 rerep 3%, D3 ag -8, HEK293 tox -11%, KB-V1 cytotox inconclusive, HT1080-NT tox 8%, HT1080 IDH1KD tx 3% and MCF10A rereplic -18%.
For CCC(=O)Nc1cc(-c2nn3c(C)nnc3s2)ccc1C the results were IL-1B inflam inh -8, KB-3-1 tox 21%, SW480 rerep -6%, D3 ag 0, HEK293 tox -2%, KB-V1 cytotox 4%, HT1080-NT tox 12%, HT1080 IDH1KD tx 16% and MCF10A rereplic 0%.
Screening CCCCn1nnnc1SCC(=O)c1cc(Cl)ccc1OC returned IL-1B inflam inh -57*, KB-3-1 tox 1%, SW480 rerep -4%, D3 ag -7, HEK293 tox -8%, KB-V1 cytotox -13%, HT1080-NT tox 8%, HT1080 IDH1KD tx 11% and MCF10A rereplic 10%.
For CC(=O)OC(C(=O)N1CCN(c2ccc(F)cc2)CC1)c1ccccc1 (stereo not drawn) the results were IL-1B inflam inh 11, KB-3-1 tox 27%, SW480 rerep -2%[9.22 µM], D3 ag -4, HEK293 tox -16%, KB-V1 cytotox 5%, HT1080-NT tox 2%, HT1080 IDH1KD tx 2% and MCF10A rereplic -7%.
For COc1cccc(C2NC(=O)CCC2[N+](=O)[O-])c1 (stereo not drawn) the results were IL-1B inflam inh 37, KB-3-1 tox 12%, SW480 rerep -9%, D3 ag -2, HEK293 tox 0%, KB-V1 cytotox 18%, HT1080-NT tox -1%, HT1080 IDH1KD tx 21% and MCF10A rereplic 2%.
Screening CCOc1ccc(C(=O)Nc2ccc(C(=O)N3CCOCC3)cc2)c(OCC)c1 returned IL-1B inflam inh inactive, KB-3-1 tox -8%, SW480 rerep -3%, D3 ag 1, HEK293 tox -6%, KB-V1 cytotox inconclusive, HT1080-NT tox 9%, HT1080 IDH1KD tx -13% and MCF10A rereplic 8%.
O=[N+]([O-])c1cc([N+](=O)[O-])c(Oc2ccc(F)cc2)cc1NN1CCCCC1 was read as IL-1B inflam inh 29, KB-3-1 tox 23%, SW480 rerep -4%, D3 ag -1, HEK293 tox -5%, KB-V1 cytotox 6%, HT1080-NT tox -8%, HT1080 IDH1KD tx 2% and MCF10A rereplic 6%.
Screening CCOC(=O)C1CCCN(c2cc(C)nc3cc(-c4ccc(F)cc4)nn23)C1 (stereo not drawn) returned IL-1B inflam inh 14, KB-3-1 tox 17%, SW480 rerep -4%, D3 ag 13, HEK293 tox -12%, KB-V1 cytotox -13%, HT1080-NT tox inconclusive, HT1080 IDH1KD tx inconclusive and MCF10A rereplic 3%.
CCOC(=O)N1CCN(C(=O)CNC(=O)C23CC4CC(CC(C4)C2)C3)CC1 was read as IL-1B inflam inh 0, SW480 rerep -1%, D3 ag -3, HEK293 tox -1%, HT1080-NT tox -3%, HT1080 IDH1KD tx -2% and MCF10A rereplic -5%.
Screening CCN(CC)S(=O)(=O)c1cc(NC(=O)CNc2cccc(S(=O)(=O)N3CCOCC3)c2)ccc1C returned IL-1B inflam inh -10, KB-3-1 tox 8.2µM*, SW480 rerep 11%, D3 ag 4, HEK293 tox -5%, KB-V1 cytotox -47%, HT1080-NT tox 6.5µM*, HT1080 IDH1KD tx 18µM* and MCF10A rereplic 21%.
CCOc1ccc(/C=C/C(=O)OCC(=O)Nc2cccc(S(=O)(=O)N3CCCC3)c2)cc1 was read as IL-1B inflam inh -9, KB-3-1 tox -1%, SW480 rerep inconclusive, D3 ag 2, HEK293 tox -1%, KB-V1 cytotox 22%, HT1080-NT tox 0%[9.24 µM], HT1080 IDH1KD tx -4% and MCF10A rereplic 8%.
Cn1cc(C(=O)C(=O)N2CCN(c3ccccc3)CC2)c2ccccc21 was read as IL-1B inflam inh 13, KB-3-1 tox -3%, SW480 rerep -4%, D3 ag -5, HEK293 tox -1%, KB-V1 cytotox -10%, HT1080-NT tox -5%, HT1080 IDH1KD tx 0% and MCF10A rereplic 28%.
For COc1ccc(C)cc1NC(=O)C(=O)NCC(c1cccnc1)N1CCc2ccccc21 (stereo not drawn) the results were KB-3-1 tox inconclusive, D3 ag 10, HEK293 tox 1% and KB-V1 cytotox 9%.
For COc1ccc(C2C(C(=O)Nc3cccc(C)n3)CCC(=O)N2c2ccc(OC)cc2)cc1 (stereo not drawn) the results were IL-1B inflam inh -10, KB-3-1 tox 1%, SW480 rerep inconclusive, D3 ag -3, HEK293 tox -27%, KB-V1 cytotox 4%, HT1080-NT tox -3%, HT1080 IDH1KD tx -2% and MCF10A rereplic inconclusive.
O=C(COC(=O)COc1ccc(Cl)cc1Cl)NC1CC1 was read as IL-1B inflam inh 8, KB-3-1 tox -4%, SW480 rerep -20%, D3 ag -4, HEK293 tox 10%, KB-V1 cytotox -12%, HT1080-NT tox -5%, HT1080 IDH1KD tx -1% and MCF10A rereplic 0%.
For COc1cccc(CNC(=O)CCC(=O)n2ncc3cc(C)ccc32)c1OC the results were IL-1B inflam inh 16, KB-3-1 tox -24%, SW480 rerep -1%, D3 ag -5, HEK293 tox -14%, KB-V1 cytotox 25%, HT1080-NT tox 8%, HT1080 IDH1KD tx -1% and MCF10A rereplic -1%.
